Bioassay records: PubChem, several laboratories
LMPTP block = LMPTP phosphatase inhibitors, primary screen, biochemical, fluorescence intensity, uHTS; Low molecular weight phosphotyrosine protein phosphatase (Homo sapiens), P24666; recombinant LMPTP-A, OMFP fluorogenic substrate; inhibition, % at 20 µM; 360,000 compounds, 0.22% hits; AID 651560, 2012;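 active means compounds that cut the enzyme signal by at least half of the control window in the single-dose screen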;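 further: plate controls were DMSO wells with enzyme plus substrate for no effect and substrate without enzyme for full effect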
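Buffer or medium: Bis-Tris pH 6.0, DTT, detergent; Assay system: LMPTP-A enzyme; Quantity: 0.625 nM enzyme; Detection: endpoint fluorescence intensity; Times: 50 min dark incubation at room temperature; Controls: substrate-only low control, DMSO enzyme-plus-substrate high control; Doses: single 20 µM dose; Read-out: percent inhibition versus substrate-only and uninhibited controls; Reagent: 400 µM OMFP.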
DNMT1 inh = human DNMT1 methyltransferase inhibitors, primary screen, biochemical, molecular beacon, fluorescence, HinP1I cleavage, uHTS. DNA (cytosine-5)-methyltransferase 1 (Homo sapiens), P26358. 360,000 compounds, 0.83% hits. inhibition (reported as % activation of signal), % at 10 µM; in the data active means inhibition above about 50%
Target sequence (P26358 504-1616 limits assumed): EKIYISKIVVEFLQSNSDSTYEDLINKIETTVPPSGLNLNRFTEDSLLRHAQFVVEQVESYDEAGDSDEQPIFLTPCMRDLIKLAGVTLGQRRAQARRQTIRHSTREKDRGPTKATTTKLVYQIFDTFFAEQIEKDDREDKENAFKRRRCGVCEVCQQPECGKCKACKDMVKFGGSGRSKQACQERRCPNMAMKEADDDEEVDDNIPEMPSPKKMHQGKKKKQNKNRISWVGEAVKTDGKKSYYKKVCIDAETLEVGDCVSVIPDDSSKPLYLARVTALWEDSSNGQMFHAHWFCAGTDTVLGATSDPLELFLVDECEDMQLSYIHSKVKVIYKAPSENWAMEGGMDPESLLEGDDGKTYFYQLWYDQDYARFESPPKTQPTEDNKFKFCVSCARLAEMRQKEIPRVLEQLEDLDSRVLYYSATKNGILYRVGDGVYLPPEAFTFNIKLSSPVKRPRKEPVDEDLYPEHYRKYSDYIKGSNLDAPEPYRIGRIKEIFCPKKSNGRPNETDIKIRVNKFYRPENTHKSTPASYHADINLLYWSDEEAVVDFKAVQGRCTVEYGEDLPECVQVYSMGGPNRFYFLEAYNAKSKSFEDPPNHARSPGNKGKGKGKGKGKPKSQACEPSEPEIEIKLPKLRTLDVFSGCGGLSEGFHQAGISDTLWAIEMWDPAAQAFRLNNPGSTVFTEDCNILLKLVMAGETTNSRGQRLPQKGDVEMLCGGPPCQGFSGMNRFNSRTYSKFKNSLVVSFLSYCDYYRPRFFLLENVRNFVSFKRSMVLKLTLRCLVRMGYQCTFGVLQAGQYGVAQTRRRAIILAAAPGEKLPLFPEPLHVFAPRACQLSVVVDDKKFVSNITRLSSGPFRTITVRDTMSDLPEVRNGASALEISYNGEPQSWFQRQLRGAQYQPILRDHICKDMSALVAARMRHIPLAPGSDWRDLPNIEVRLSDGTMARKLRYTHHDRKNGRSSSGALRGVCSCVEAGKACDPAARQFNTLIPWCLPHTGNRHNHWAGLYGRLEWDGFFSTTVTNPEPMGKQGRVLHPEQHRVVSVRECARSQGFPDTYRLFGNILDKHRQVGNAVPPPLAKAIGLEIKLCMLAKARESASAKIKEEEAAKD
Rpn11 block = Rpn11 (PSMD14) deubiquitinase inhibitors, primary screen, biochemical, fluorescence polarization, uHTS. 26S proteasome non-ATPase regulatory subunit 14 (Homo sapiens), O00487. human 26S proteasome, Ub4-pepOG fluorescence polarization; 20S core pre-blocked with epoxomicin. calls only at 20 µM. 360,000 compounds, 0.59% hits. AID 588493, 2011;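 active means inhibition at 20 µM, scaled to each plate's controls, above about 33%, limit read from the data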
Scp1 inh = Scp-1 phosphatase inhibitors, primary screen, biochemical, colorimetric, uHTS. Carboxy-terminal domain RNA polymerase II polypeptide A small phosphatase 1 (Homo …. Recombinant Scp1, phosphopeptide, malachite green phosphate absorbance. inhibition, % at 20 µM. 340,000 compounds, 0.88% hits. AID 493091, 2011;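 active means inhibition above about 50% at 20 µM, limit read from the data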;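 further: plate controls were DMSO wells with enzyme for no effect and wells lacking enzyme for full effect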
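Incubation: 45 min enzyme reaction at room temperature / System: truncated SCP-1 phosphatase (76-261aa) / Reagent: Phospho 17-mer peptide substrate / Buffer or medium: Acidic Tris acetate buffer with magnesium and detergent / Signal: absorbance at 630 nm / Doses: one concentration, 20 µM, with 1.0% DMSO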
STEP inh = STEP phosphatase inhibitors, primary screen, biochemical, fluorescence intensity, uHTS. recombinant STEP, OMFP fluorogenic substrate. inhibition, % at 20 µM. 360,000 compounds, 0.25% hits. Tyrosine-protein phosphatase non-receptor type 5 (Homo sapiens), P54829;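 active means inhibition at 20 µM, scaled per plate between control wells, above about 37%, limit read from the data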;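 further: 0% = DMSO with enzyme and substrate and 100% = substrate only without enzyme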
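material = STEP tyrosine phosphatase | reagent = fluorogenic phosphatase substrate OMFP at 25 µM final | doses = single compound dose of 20 µM, 1% DMSO final | schedule = 20 min reaction, room temperature, in the dark | measured by = fluorescence, 480/540 nm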
SUMO1 PPI mod = modulators of SUMO1 protein-protein interactions, primary screen, biochemical, uHTS; inhibition, % at 20 µM; 360,000 compounds, 0.33% hits; SUMO1 binding to a labelled peptide, TR-FRET, 1 h; AID 602429, 2012; in the data active means inhibition above about 37%
TbMetRS inhib = T. brucei MetRS inhibitors, primary screen, biochemical, luminescence | purified T. brucei MetRS, ATP depletion, Kinase-Glo luminescence | 360,000 compounds, 0.4% hits | inhibition, % at 11.9 µM | methionyl-tRNA synthetase (Trypanosoma brucei brucei) | AID 624268, 2012;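 active means inhibition above a per-plate cutoff of the control wells' mean inhibition plus 3 SD, cut at about 5.5% in these data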;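 further: 0% = DMSO wells median and 100% = median of wells with control inhibitor compound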
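Measured by: Kinase-Glo luciferase luminescence reporting remaining unconsumed ATP. Material: purified T. brucei MetRS enzyme. Doses: 11.9 µM compound single dose, 0.9% DMSO. Medium: HEPES buffer containing pyrophosphatase, BSA, spermine, DTT. Times: 15 min preincubation, 2 h reaction, all 25 °C. Reagent: methionine, ATP and bulk E. coli tRNA.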
MsrA inhibitor = bovine MsrA enzyme inhibitors, primary screen, biochemical, absorbance, HTS. Methionine sulfoxide reductase A (Bos taurus). purified bovine MsrA, absorbance read-out. inhibition, % at 15.5 µM. 360,000 compounds, 0.75% hits. AID 651718, 2012; in the data active means inhibition above about 4.5%;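 further: 0% = vehicle wells with enzyme and 100% = reference inhibitor wells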
CSN deneddyl inh = inhibitors of CSN-mediated cullin deneddylation, primary screen, biochemical, fluorescence polarization, uHTS. COP9 signalosome complex subunit 5 (Homo sapiens), Q92905. Purified CSN, SCF-Nedd8-OG deneddylation. inhibition, % at 12.5 µM. 360,000 compounds, 0.38% hits;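 active means pattern-corrected inhibition above about 35%, with an unprinted fluorescence ratio check between 0.5 and 1.5, limit read from the data, passing the limit was not always enough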;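 further: 0% = enzyme with substrate and 100% = substrate without enzyme; some results filed as inactive read as strong as hits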
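Assay system: Purified human Csn5 enzyme expressed in HEK293T cells | Amount: Enzyme 0.24 nM | Measured by: Fluorescence polarization readout | Medium: Tris/NaCl/DTT buffer, pH 7.5 | Compound dosing: One concentration, 12.5 µM, 0.25% DMSO | Times: 90 min incubation of compound, enzyme and substrate at room temperature | Control set: no-enzyme wells high, enzyme-with-substrate wells low | Read-out: % inhibition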
NadD block = inhibitors of S. aureus NadD, primary screen, biochemical, colorimetric, uHTS; inhibition, % at 20 µM; Nicotinate-nucleotide adenylyltransferase NadD (Staphylococcus aureus N315); 360,000 compounds, 0.78% hits; purified NadD enzyme, colorimetric absorbance read-out; in the data active means inhibition above about 26%; further: some compounds past the cut are filed as inactive
Active calls of the source: *; i = inactive; · = not tested or not shown.

canonical_smiles	Scp1 inh	TbMetRS inhib	MsrA inhibitor	SUMO1 PPI mod	STEP inh	NadD block	LMPTP block	CSN deneddyl inh	Rpn11 block	DNMT1 inh
COc1ccc(OCC(=O)Nc2c3c(nn2-c2ccc(OC)cc2)CS(=O)(=O)C3)cc1	1.7	-0.6	-0.7	4.2	-1.0	-4.6	0.0	0.1	i	2.3
COc1cc(F)ccc1-c1csc(C(O)c2ccc(F)cc2)n1 (centres undefined)	·	-0.5	1.3	-6.6	-1.6	2.3	2.0	-2.6	i	-0.8
C=CCSC1=C(C#N)C2(CCCCC2)C(C#N)C(=O)N1 (centres undefined)	-2.0	-0.1	0.5	0.0	-2.3	-3.7	-0.2	0.4	i	1.9
CCN(CCO)c1nc(NCc2ccccc2)c2cnn(C)c2n1	-3.4	0.0	1.3	5.0	0.5	5.7	-0.5	5.3	i	1.2
CC(=O)c1cc(F)c(N2CCCC2)cc1C	-11.2	-0.8	1.0	-1.3	-1.2	3.7	1.1	1.9	i	-2.0
COc1ccc(C(=O)N/N=C2\CCc3ccccc32)cc1OC	-5.2	-0.4	1.4	-5.6	-1.1	-2.9	-1.1	-4.2	i	-2.5
COCCN(C(=O)COC(=O)c1ccccc1Oc1ccccc1)c1c(N)n(Cc2ccccc2)c(=O)[nH]c1=O	4.8	-0.9	-0.7	-0.2	-2.1	3.0	1.0	-0.2	i	-0.1
COc1ccc(-c2cn3ccsc3n2)cc1	-2.0	-1.3	-0.1	2.6	5.9	-3.1	-1.3	2.3	i	10.5
CSc1ccc(-c2cc(=O)c3ccccc3o2)cc1	-13.9	-0.9	2.4	-13.1	4.3	-1.2	0.3	-5.5	i	6.3
COc1ccc(NC(=O)N(C)C[C@@H]2OCc3cnnn3CCCC(=O)N([C@H](C)CO)C[C@@H]2C)cc1	·	-2.1	0.8	5.0	2.6	-3.4	-0.5	-4.1	i	6.6
COc1ccccc1C(=Cc1ccc([N+](=O)[O-])cc1)C(=O)O	·	0.0	2.9	-14.0	-3.5	-6.3	-2.3	-0.5	i	0.2
CCOc1ccc(-n2c(SCC(=O)Nc3nccs3)nc3c(c2=O)SCC3)cc1	-3.9	-0.5	0.8	1.6	0.4	5.6	-0.4	-0.8	i	4.7
CCOCCCNC(=O)C(C)NS(=O)(=O)c1ccc(C)cc1 (centres undefined)	-3.6	0.5	0.2	1.8	0.7	1.6	-1.6	3.6	i	4.0
O=C(CN1c2cccc3cccc(c23)S1(=O)=O)NCc1ccc(Cl)cc1	-7.3	0.0	0.9	-16.3	-0.7	-6.1	1.2	0.4	i	-8.1
COc1ccc2ccccc2c1CNCc1ccc(C)cc1	-2.8	0.4	-0.5	-1.4	-0.7	-7.1	-1.9	1.9	i	0.0
CS(=O)(=O)N(CC(=O)N1CCCCCC1)c1cccc(Br)c1	-2.2	-0.4	0.8	2.0	-0.2	-5.9	-2.0	-6.1	i	3.1
O=C(O)CN1C(=O)/C(=C\c2ccccc2OCc2ccccc2)SC1=S	·	0.0	4.0	13.2	1.6	0.9	0.6	5.8	i	1.9
Cc1cccn2c(=O)c(/C=C(\C#N)C(=O)NC3CCS(=O)(=O)C3)c(N3CCC(C)CC3)nc12 (centres undefined)	-7.1	-0.2	0.4	-21.1	4.5	8.2	-1.3	-9.3	i	1.6
Cc1ccc(NC(=O)COc2cccc3ccccc23)c(O)c1	2.8	-0.4	0.4	-2.6	0.7	-4.0	1.4	1.6	i	13.1
COc1ccc(CC(=O)NCc2ccc3c(c2)cc(C)n3C)cc1	15.6	-1.4	0.3	-12.1	3.4	11.6	3.8	4.9	i	-3.4
COCCNC(=O)C1CCCN(C(=O)c2nc(C)oc2C)CC1 (centres undefined)	·	-0.5	0.2	-0.6	-1.7	3.5	1.3	1.4	i	-0.3
COc1ccc(Cl)cc1S(=O)(=O)NCc1nc2nc(C)cc(C)n2n1	-5.8	-0.6	-0.2	-1.5	-3.2	-3.8	-1.8	-3.9	i	-1.1
O=C1OCCC/C1=C\c1ccc2c(c1)OCO2	-1.3	-1.1	1.4	-0.8	-0.8	-5.9	-1.5	0.6	i	4.7
COc1cc(OC)cc(C(=O)NN2CCOCC2)c1	-4.0	-0.8	-0.5	-0.3	1.3	-0.8	-0.5	2.5	i	0.6
COc1ccc(CCC(=O)NCCS(=O)(=O)N2CCN(c3ccc(OC)cc3)CC2)cc1	-3.8	0.1	-0.1	3.7	3.5	-5.0	0.4	8.5	i	1.1
CCOc1ccc(-c2noc(CCC(=O)NC)n2)cc1OCC	-7.8	0.2	0.1	-0.1	0.5	1.6	-1.0	0.7	i	-0.6
Cc1cnc(NC(=O)c2cc3ccccc3o2)s1	-8.7	0.0	-1.3	2.9	1.7	-1.4	-1.1	0.9	i	-1.2
NS(=O)(=O)c1ccc(Nc2ccc3cc(S(=O)(=O)N4CCCCC4)ccc3n2)cc1	-6.5	0.1	3.5	8.0	-2.3	16.1	2.2	5.1	i	-11.1
O=C(CSc1nnc(NC(=O)C2CC2)s1)Nc1ccccc1C(F)(F)F	-11.4	-0.5	-0.7	1.5	-1.5	-2.4	-1.2	8.4	i	0.6
CCC(=O)Nc1ccc(-c2nnc(SCc3ccc(C(=O)Nc4nccs4)cc3)n2CC)cc1	3.8	-0.3	-0.6	3.9	-3.8	4.0	-3.4	0.5	i	-0.3

The closing 2 records of the part above lead into the next:
canonical_smiles	Scp1 inh	TbMetRS inhib	MsrA inhibitor	SUMO1 PPI mod	STEP inh	NadD block	LMPTP block	CSN deneddyl inh	Rpn11 block	DNMT1 inh
O=C(CSc1nnc(NC(=O)C2CC2)s1)Nc1ccccc1C(F)(F)F	-11.4	-0.5	-0.7	1.5	-1.5	-2.4	-1.2	8.4	i	0.6
CCC(=O)Nc1ccc(-c2nnc(SCc3ccc(C(=O)Nc4nccs4)cc3)n2CC)cc1	3.8	-0.3	-0.6	3.9	-3.8	4.0	-3.4	0.5	i	-0.3
O=C(Nc1ccc(-c2nc3ccccc3o2)cc1)c1ccc2c(c1)OCO2	-7.8	-0.9	1.3	0.1	-1.9	0.1	-2.1	0.5	i	4.5
O=CN1CC(=O)N(c2ccccc2)c2c([nH]c3ccccc23)C1	-7.0	0.1	-1.0	-0.7	3.0	0.7	0.9	-1.7	i	7.0
COc1ccc(-c2nc3ccccc3s2)cc1O	-2.3	0.6	3.3	-10.5	-1.3	-7.2	0.5	3.8	i	-3.6
CN(C)/C=C/C(=O)c1ccc2noc(-c3ccccc3)c2c1	-9.0	0.7	0.1	-32.7	0.7	-3.8	1.6	2.0	i	-3.3
CN(C)CCNCc1ccc(OC2CCCC2)cc1	-8.4	-0.5	0.4	0.2	18.6	-1.7	-6.3	-0.2	i	-0.3
Cc1cc(O)cc2c1C1CCC3(C)C(O)CCC3C1C=C2 (centres undefined)	-1.1	-0.2	-0.2	-1.4	3.2	-4.2	0.1	1.6	i	-1.4
CCOC(=O)C1=C(C)N(C2CCCCC2)C(=O)C1	-6.9	-0.8	0.3	1.4	-4.6	-5.1	-2.3	1.0	i	3.9
Cc1ccc(C(=O)N2CC(C(=O)O)C2)cc1	-9.0	-0.6	0.7	-0.6	1.8	-3.0	-2.6	-4.1	i	0.6
COC(=O)c1sccc1NC(=O)COc1ccc(C)cc1	-5.4	-0.3	0.0	2.0	0.7	-8.1	2.6	-2.1	i	-1.3
COc1ccccc1CNC(=O)CCc1ccccc1	-4.7	0.1	1.6	-0.5	-0.3	7.8	-1.4	2.6	i	0.5
CC(=O)C1=C(O)C(=O)OC1c1ccc(C)cc1 (centres undefined)	38.0	-0.5	1.4	5.1	0.0	-0.3	0.4	0.7	i	1.4
Cc1cccc(C)c1NC(=O)CNC(=O)c1ccc(NS(=O)(=O)c2ccc3[nH]c(=O)[nH]c3c2)cc1	-0.4	-0.4	-0.7	-2.0	-0.6	-2.6	-0.7	-5.0	i	1.1
Oc1ccc2ccccc2c1C=NC12CN3CCN(CN(C3)C1)C2	3.6	-1.0	-0.8	54.4*	4.1	3.4	-4.5	3.9	i	-10.7
CC1(C(=O)NS(=O)(=O)c2cccc(Cl)c2)CCN1C(=O)CCc1cccs1 (centres undefined)	·	0.3	0.5	0.0	-1.5	-3.7	-3.3	-0.9	i	6.3
O=Cc1ccccc1OCCOc1ccc([N+](=O)[O-])cc1	-11.8	-0.2	1.1	-6.2	-1.4	-4.4	0.4	2.0	i	-2.7
COc1cc(-c2nnc(SCC(=O)NC3CCS(=O)(=O)C3)o2)cc(OC)c1OC (centres undefined)	-0.4	-0.9	0.1	0.5	1.7	1.5	-0.3	-0.4	i	0.1
Cc1ccc2c(COC(=O)c3ccccc3F)cc(=O)oc2c1	0.1	-0.7	2.8	2.0	-1.5	-13.1	-1.1	2.6	i	-2.0
Cc1cc(C)cc(N(CC(=O)NCc2ccc(F)cc2)C(=O)CCC(=O)Nc2ccccn2)c1	5.1	1.1	0.7	2.0	-0.5	0.0	-0.1	4.0	i	0.4
CC1=NN(C(N)=S)C(=O)C1N=Nc1c(C)cc(C)cc1C (centres undefined)	-2.6	-0.5	0.4	-17.2	3.4	9.2	2.2	-0.5	i	-14.9
